PTPN22 inh 2 = LYP (human) phosphatase inhibition; 96,000 tested, 0.21% active; AID 640; inhibition, % at 2 µM; Q9Y2R2; recombinant LYP catalytic domain, DiFMUP fluorescence;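 active = inhibition at 2 µM at or above a set limit, the screen mean plus 3 SD, cut at about 24% in these data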;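 note: 0% = DMSO with enzyme and 100% = enzyme fully blocked by orthovanadate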
VCAM1 TNFa inh = reduces TNF alpha induced VCAM1 expression in HUVEC | HUVEC TNFa-induced VCAM-1 immunofluorescence, high-content imaging | inhibition, % at 2 µM | 95,000 tested, 0.48% active;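 active = inhibition above the batch mean plus 3 SD, with images confirmed as a hit by eye, cut at about 37% in these data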;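 note: 0% = TNF-stimulated DMSO wells and 100% = unstimulated control wells; not every result past the cut was called active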
TNFa cytotox = HUVEC cytotoxicity counter-screen, TNF alpha stimulated | 93,000 tested, 0.17% active | HUVEC TNFalpha-stimulated, Hoechst cell count, imaging | AID 848 | cell count reduction, % at 2 µM;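 active = cell count reduction exceeding the screen mean by over 5 SD, scaled to untreated wells per plate, cut at about 78% in these data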;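 note: cells counted after 24 h of TNF alpha exposure following the 1 h pretreatment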
ERa coact inh = ER-alpha (human) coactivator binding inhibition | P03372 | TR-FRET ER-alpha LBD / SRC-1 peptide, estradiol-bound | inhibition, % at 25.6 µM | 86,000 tested, 1.7% active | AID 629; in the data active = inhibition above about 50%;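 note: 0% = receptor plus peptide control and 100% = peptide only without receptor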
PTPN22 act = increases human PTPN22 phosphatase activity. AID 697. recombinant LYP, DiFMUP fluorescence; 0 = plate median, 100 = signal doubled. 96,000 tested, 0.11% active. activation, % at 2 µM. Q9Y2R2;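 active = activation at 2 µM above a set limit, the mean plus 5 SD, cut at about 37% in these data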
F-actin modifier = modifiers of cytoskeleton assembly; HUVEC TNFa F-actin phalloidin imaging, high content; inhibition, % at 2 µM; 91,000 tested, 0.18% active; AID 836;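 active = inhibition above the batch mean plus 3 SD and confirmed as a hit by visual image inspection, cut at about 30% in these data, passing the limit was not always enough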; note: strong numbers were not always called active
FAK inh = blocks human focal adhesion kinase activity; inhibition, %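 (tested at 7 µM)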; Q05397; 97,000 tested, 0.84% active; biochemical FAK kinase activity assay; AID 727; in the data active = inhibition above about 19%;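 note: 0% = DMSO and 100% = reference compound high control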
Pyk2 oligo antag = antagonists of human Pyk2 oligomerization; Q14289; Q293 cells, Pyk2 FERM NanoBiT luminescence; hits give low values; z-score (the deposit names both 25 µM and 10 µM); 99,000 tested, 0.83% active; AID 1347419;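 active = Z-score of -3 or lower, scaled per plate to the spread of control and sample wells; inactive = z-score above -3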;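 note: negative z-score means lost luminescence so less FERM oligomerization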
Target sequence (Q14289 whole entry, looked up): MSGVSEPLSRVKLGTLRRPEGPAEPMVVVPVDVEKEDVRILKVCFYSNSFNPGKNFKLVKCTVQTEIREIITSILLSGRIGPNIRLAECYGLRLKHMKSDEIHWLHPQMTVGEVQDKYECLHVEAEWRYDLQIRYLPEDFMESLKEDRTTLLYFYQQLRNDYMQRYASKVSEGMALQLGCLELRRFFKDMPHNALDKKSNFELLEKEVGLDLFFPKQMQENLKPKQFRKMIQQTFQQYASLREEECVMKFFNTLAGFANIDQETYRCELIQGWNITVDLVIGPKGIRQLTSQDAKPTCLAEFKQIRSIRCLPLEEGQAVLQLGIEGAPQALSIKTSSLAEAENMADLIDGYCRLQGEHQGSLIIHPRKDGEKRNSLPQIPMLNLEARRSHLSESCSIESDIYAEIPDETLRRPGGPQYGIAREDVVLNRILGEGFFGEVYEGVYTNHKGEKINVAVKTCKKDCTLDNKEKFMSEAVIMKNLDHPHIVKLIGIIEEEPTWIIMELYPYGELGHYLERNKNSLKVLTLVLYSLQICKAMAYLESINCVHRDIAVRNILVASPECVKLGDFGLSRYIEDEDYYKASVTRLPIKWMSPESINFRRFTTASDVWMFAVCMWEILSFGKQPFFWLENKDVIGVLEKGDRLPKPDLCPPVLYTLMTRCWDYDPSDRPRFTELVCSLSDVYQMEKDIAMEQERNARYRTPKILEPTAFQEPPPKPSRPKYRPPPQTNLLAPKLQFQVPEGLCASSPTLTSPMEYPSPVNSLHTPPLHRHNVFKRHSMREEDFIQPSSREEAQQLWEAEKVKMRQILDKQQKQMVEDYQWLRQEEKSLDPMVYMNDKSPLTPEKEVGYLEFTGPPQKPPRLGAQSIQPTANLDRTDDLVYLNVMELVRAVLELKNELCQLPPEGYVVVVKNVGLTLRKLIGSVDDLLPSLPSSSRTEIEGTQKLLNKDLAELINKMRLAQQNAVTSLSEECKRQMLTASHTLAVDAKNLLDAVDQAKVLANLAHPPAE
IL1B cytotox = HUVEC cytotoxicity counter-screen, IL-1B stimulated; HUVEC cell count loss, Hoechst imaging; 94,000 tested, 0.41% active; cell count reduction, % at 2 µM;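 active = cell count reduction more than 3 SD above the screen-wide mean, cut at about 70% in these data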;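 note: normalized per plate to untreated control cells as the no-loss baseline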
An asterisk follows results filed as active; nt = not tested or not shown; [ ] = remark or other dose. Not a hit list; 3.8% or so of the library scored in one or more.

Results follow in this order: PTPN22 inh 2	VCAM1 TNFa inh	TNFa cytotox	ERa coact inh	PTPN22 act	F-actin modifier	FAK inh	Pyk2 oligo antag	IL1B cytotox
[1] c1cn(CC2(Cn3ccnc3)COC2)cn1
 : -7.6	-2.2	6.7	-11.7	4.7	-17.9	0.3	-0.4	6.4
[2] O=C(NCc1ccco1)c1cc2cc3ccc(Cl)cc3nc2o1
 : -1.7	17.1	-22.8	66.5*	0.9	1.4	15.2	-0.8	-28.4
[3] COc1ccc2c(c1)-c1ccccc1S(=O)(=O)N2C(C)=O
 : -1.8	1.2	-6.7	86.6*[fluorescence artefact?]	5.2	0.1	-2.7	-0.36	-9.0
[4] Cn1nnnc1SCC(=O)N1c2ccccc2Sc2ccc(Cl)cc21
 : 10.2	17.5	-10.3	16.0	-11.4	9.4	0.6	-0.83	0.4
[5] CC(C)N(Cc1ccccc1)S(=O)(=O)N(C)C
 : 4.4	-11.6	nt	-5.2	-6.4	-1.4	3.1	0.26	12.0
[6] Cc1c(C)n(CC(O)CN2C(=O)c3ccccc3S2(=O)=O)c2ccccc12 (configuration not stated)
 : 1.7	-2.1	7.3	1.0	0.3	6.7	1.4	-0.38	-9.9
[7] O=C(c1ccco1)N1CCN(C(=O)N2CCOCC2)CC1
 : -3.6	-25.7	-26.5	nt	3.0	-8.6	-0.6	0.91	-21.9
[8] COc1cc2[nH]c(=O)n(Cc3ccccc3Cl)c(=O)c2cc1OC
 : 1.8	9.9	-4.8	9.6[fluorescence artefact?]	1.1	-29.1	0.1	0.01	-2.2
[9] Oc1c(C(c2ccccc2)N2CCc3ccccc3C2)sc2ncnn12 (configuration not stated)
 : -0.8	6.3	-7.8	0.1	-0.2	4.2	-3.7	nt	-32.7
[10] Cn1c(=O)c2c(nc(NCc3ccco3)n2CC(O)COc2ccccc2)n(C)c1=O (configuration not stated)
 : -13.6	11.2	1.3	-1.1	11.0	0.4	3.7	1.57	29.5
[11] N#Cc1c(N2CCN(C(=O)c3ccco3)CC2)nc(-c2ccccc2)c2c1CCCC2
 : 3.9	-3.8	-21.0	1.8	-6.5	0.0	4.2	-1.38	10.8
[12] Cc1ccc(NC(=O)C(=O)NNC(=O)c2ccccc2C)cc1Cl
 : -1.1	-6.3	0.0	nt	6.1	-7.4	-4.3	-0.17	2.4
[13] COc1ccc2c(c1)c1ncn(CCCN3CCOCC3)c(=O)c1n2C
 : -1.6	15.7	-14.4	0.2	2.3	-4.4	1.2	0.01	-8.6
[14] O=C(c1cccs1)n1nc(-c2ccccc2)nc1NCc1ccco1
 : 4.0	5.7	0.8	-7.7	-3.8	-22.5	4.1	-0.99	-21.4
[15] COc1nnc(-c2ccc(N3CCOCC3)c(NC(=O)c3ccc(C)cc3)c2)c2ccccc12
 : 3.5	8.6	3.5	nt	-1.1	11.4	2.0	-0.97	-17.9
[16] c1cn(CCCNc2ncnc3nc[nH]c23)cn1
 : -1.3	-4.0	-10.1	-2.5	-1.8	-3.4	-5.7	nt	4.1
[17] COc1ccc(CCCC(=O)NC2CCCCC2)cc1
 : 2.8	6.2	-0.3	nt	1.2	-10.1	-0.3	0.41	-13.2
[18] O=C(Nc1ccc(N2CCCCC2)cc1)c1cncc(Br)c1
 : -1.4	-2.6	-11.7	-20.3[fluorescence artefact?]	1.9	-4.2	5.8	-0.45	-32.3
[19] N#Cc1c(C(F)(F)F)cc(-c2ccccc2)[nH]c1=O
 : 4.1	-7.6	-2.0	nt	-1.0	6.0	2.0	0.62	7.7
[20] Cc1ccc(/C=C2/SC(=S)N(CC(=O)Nc3ncc(Cc4ccc(C)cc4)s3)C2=O)cc1
 : 6.5	0.1	-13.4	-5.0	-3.3	11.3	-0.2	0.36	-16.1
[21] CC(=O)OC(C)(CCC(C)(OC(C)=O)C(C)=O)C(C)=O (configuration not stated)
 : -14.3	11.5	-6.7	-4.0	11.3	1.0	-0.3	0.25	-14.6
[22] CC1CCC(=NNC(=O)Cc2ccccc2)CC1 (configuration not stated)
 : 2.6	22.7	2.2	-10.2	-0.9	20.2	-2.8	0.9	-18.8
[23] Cc1ccc(-c2nnn(CC(=O)N(Cc3cccs3)C(C(=O)NC(C)(C)C)c3ccco3)n2)o1 (configuration not stated)
 : 8.5	16.8	-27.8	15.1	-10.5	52.4	-3.7	-1.18	-3.6
[24] O=c1c2cc3c(cc2[nH]c(=S)n1CCN1CCOCC1)OCO3
 : 5.8	7.2	-16.5	-5.5	-1.7	-5.3	2.8	1.3	15.6
[25] CC1(C)Cc2c(cnn2-c2ccccc2)C(=O)/C1=N\NC(=O)c1ccccc1N
 : 11.8	11.4	-5.5	20.2	-11.3	nt	-0.9	-1.16	-5.7
[26] CCOc1c(CNCCN2CCOCC2)cccc1OC
 : 7.7	-3.3	3.1	-10.9	-8.7	0.2	1.2	0.94	-3.4
[27] COc1ccc(N=C2CCCN2CC(N)=O)cc1
 : 0.0	8.3	22.0	nt	-0.1	9.4	5.0	-0.23	32.6
[28] CCOC(=O)c1ccc(NC(=O)N2CC(C)OC(C)C2)cc1 (configuration not stated)
 : -11.6	4.6	-8.5	13.2	3.6	-6.0	0.0	-0.64	-26.0
[29] COc1ccc(OCC(=O)Nc2cccc(-c3nc4ccccc4o3)c2)cc1
 : -5.8	-11.6	-5.4	34.1	4.6	-7.9	-1.1	-1.31	-3.8
[30] Cc1nc2ccccc2n1CCCOc1ccccc1
 : 9.6	61.9*	88.0*	0.1	-10.0	-5.8	-0.1	1.73	9.8
[31] CC(C)(Cc1nc2ccccc2[nH]1)C(=O)O
 : -3.8	-4.2	8.5	-2.8	4.8	5.0	-3.7	1.64	-4.7
[32] Cc1ccc(-n2c(C)cc(/C=N/Nc3ccc([N+](=O)[O-])cn3)c2C)c(C)c1
 : 11.5	-0.2	-13.4	nt	-8.4	-1.1	4.8	0.11	11.9
[33] COc1ccc(Nc2nc3ccccc3n3nnnc23)cc1
 : 0.1	2.0	-11.3	1.7	2.9	-23.2	-2.2	-0.76	-4.0
[34] COc1ccc(S(=O)(=O)N(C)CC(=O)Nc2c(F)cccc2F)cc1
 : -14.2	8.8	-28.4	4.1	9.1	8.0	-2.0	-0.12	-54.4
[35] NC(=O)c1c(-c2cccs2)csc1N
 : -7.6	21.5	4.5	8.0	10.2	7.5	15.9	nt	-28.2
[36] CN1CCN(S(=O)(=O)c2ccc(=O)[nH]c2)CC1
 : 6.3	1.9	-35.8	-3.8	-4.1	16.2	-6.1	0.22	-69.9
[37] Cc1nnc(NC(=O)CSc2nc(C(C)C)nc3ccccc23)s1
 : 0.6	-4.8	-13.2	nt	4.8	23.4	46.1*	0.44	13.3
[38] c1ccc2c(c1)ncn2CCN1CCCCC1
 : 4.3	4.6	-37.9	-1.5	-3.9	-9.6	0.3	-0.05	-34.0
[39] COc1ccc(S(=O)(=O)Nc2ccc(CC#N)cc2)cc1
 : -4.3	14.1	-3.4	nt	0.0	-2.4	-4.1	-0.42	-39.6
[40] CCOC(=O)C1=C(C)N=C2SC(C)C(=O)N2C1c1ccc(OC(C)=O)c(OCC)c1 (configuration not stated)
 : 1.4	-21.7	1.9	0.6	-2.9	nt	3.4	nt	-3.8

Next part (2 carried over from the part before).
Results follow in this order: PTPN22 inh 2	VCAM1 TNFa inh	TNFa cytotox	ERa coact inh	PTPN22 act	F-actin modifier	FAK inh	Pyk2 oligo antag	IL1B cytotox
[39] COc1ccc(S(=O)(=O)Nc2ccc(CC#N)cc2)cc1
 : -4.3	14.1	-3.4	nt	0.0	-2.4	-4.1	-0.42	-39.6
[40] CCOC(=O)C1=C(C)N=C2SC(C)C(=O)N2C1c1ccc(OC(C)=O)c(OCC)c1 (configuration not stated)
 : 1.4	-21.7	1.9	0.6	-2.9	nt	3.4	nt	-3.8
[41] COc1ccc(S(=O)(=O)N2CCCCCC2)cc1
 : 1.0	4.4	-9.4	4.2[fluorescence artefact?]	-1.9	1.3	-0.4	0.19	8.3
[42] CC1(C(=O)NC2CCCCCCC2)CC1(Cl)Cl (configuration not stated)
 : -1.1	4.1	-4.6	nt	5.4	6.7	2.5	0.24	-84.5
[43] Cc1nc2ccc(S(=O)(=O)NC(C(=O)NC3CCCC3)C(C)C)cc2s1 (configuration not stated)
 : -1.9	-17.3	10.5	-9.4	1.3	7.4	2.4	nt	11.5
[44] COc1ccc(S(=O)(=O)NCCc2cn3cccc(C)c3n2)cc1OC
 : 0.4	-5.0	8.9	-1.0	-2.7	-5.7	6.6	nt	-25.7
[45] S=C(NCCSCc1ccc(Cl)cc1)Nc1ccccc1
 : 12.0	-3.9	-2.7	nt	-9.6	8.4	0.3	-0.42	-20.2
[46] CC[n+]1c(S(=O)(=O)[O-])ccc2ccc(C)cc21
 : 10.4	8.5	-7.7	nt	-5.5	4.2	-2.7	1.11	nt
[47] Nc1c(C(=O)NCc2ccccc2)sc2nc(N3CCOCC3)c3c(c12)CCCC3
 : 17.1	-2.9	-26.8	nt	-12.6	44.4	-0.4	0.6	9.2
[48] CCOC(=O)COC(=O)c1ccc(Oc2cc(C)nc(SC)n2)cc1
 : 8.1	nt	nt	12.7	-8.9	nt	-0.6	0.16	-24.6
[49] CCOc1cccc(N(C(=O)Cc2cccs2)C(C(=O)NC2CCCCC2)c2cccn2C)c1 (configuration not stated)
 : 12.2	13.4	-9.3	2.1	-12.5	-6.8	2.1	-1.15	1.4
[50] O=S(=O)(NC1CCCCC1NS(=O)(=O)c1ccc(F)cc1)c1ccc(F)cc1 (configuration not stated)
 : 1.5	10.8	-7.0	-22.9	-2.7	-3.6	-0.2	-0.37	9.2
[51] CCNC(=O)Cc1ccc(Br)cc1
 : 12.2	3.5	-5.7	2.6	-10.4	-7.8	0.4	0.27	-9.3
[52] CCOC(=O)C(C(=O)OCC)N(C#N)c1nc(C)cc(C)n1
 : 2.3	-5.5	-1.8	nt	2.9	11.7	0.8	0.91	-30.7
[53] COC(=O)Nc1ccc2c(c1)N(C(=O)CCN1CCOCC1)c1ccccc1S2
 : -2.7	23.5	-7.0	4.3	0.6	-19.5	-0.6	-1.34	-39.9
[54] c1coc(CNC2CCCCCCC2)c1
 : -7.0	8.3	-30.3	nt	4.9	4.4	-0.2	0.41	-10.9
[55] O=C(Nc1ccc2nc(-c3cccs3)c(-c3cccs3)nc2c1)NC1CC1
 : 0.5	-20.6	18.3	11.2	0.5	nt	1.8	0.63	-4.6
[56] COc1ccc(-c2cc(C(F)(F)F)c3c(=O)n(-c4ccccc4)[nH]c3n2)cc1
 : 7.5	12.9	-16.8	22.3[fluorescence artefact?]	-7.6	16.0	5.3	-4.11*	-1.2
[57] c1ccc(-c2nnc(OCCN3CCOCC3)c3ccccc23)cc1
 : 13.0	20.8	-3.0	1.0[fluorescence artefact?]	-14.2	-27.2	0.0	0.15	-0.9
[58] CCOC(=O)N1CCN(C(=O)c2ccc(NC(=O)c3ccc(C)cc3)cc2)CC1
 : -0.2	11.4	-33.3	28.8	-2.8	19.7	-2.9	-1.01	2.9

Source: PubChem BioAssay (several laboratories)
